Source: PubChem BioAssay (several laboratories)
FadD28 binding: inhibitors of FadD28 bisubstrate probe binding, primary screen, biochemical, fluorescence polarization, single point; inhibition, % at 12.5 µM; hit rate 0.22% among 360,000; AID 588549, 2011; Mycobacterium tuberculosis FadD28 fatty-acid-AMP ligase; in the data active = inhibition above about 8.5%, passing the limit was not always enough; inconclusive = no clear call, values can overlap the other calls
Anthrax LF prot: Bacillus anthracis LF protease inhibitors, primary screen, biochemical, multiplex microsphere, MLPCN library. inhibition, % at 10 µM. multiplex microsphere protease cleavage assay. AID 588501, 2011. Lethal factor (Bacillus anthracis), P15917. hit rate 0.12% among 360,000; also: plate controls were buffer without enzyme for full effect and enzyme alone for no effect
UGM FP inh: M. tuberculosis UGM enzyme inhibitors, primary screen, biochemical, fluorescence polarization, single point; UDP-galactopyranose mutase (Mycobacterium tuberculosis (strain ATCC 25618 / H37Rv)), …; hit rate 0.06% among 320,000; purified UGM, fluorescence polarization probe displacement; inhibition, % at 10 µM; in the data active = inhibition above about 10%, passing the limit was not always enough; inconclusive = no clear call, values can overlap the other calls
Target sequence (P9WIQ1 whole entry, looked up): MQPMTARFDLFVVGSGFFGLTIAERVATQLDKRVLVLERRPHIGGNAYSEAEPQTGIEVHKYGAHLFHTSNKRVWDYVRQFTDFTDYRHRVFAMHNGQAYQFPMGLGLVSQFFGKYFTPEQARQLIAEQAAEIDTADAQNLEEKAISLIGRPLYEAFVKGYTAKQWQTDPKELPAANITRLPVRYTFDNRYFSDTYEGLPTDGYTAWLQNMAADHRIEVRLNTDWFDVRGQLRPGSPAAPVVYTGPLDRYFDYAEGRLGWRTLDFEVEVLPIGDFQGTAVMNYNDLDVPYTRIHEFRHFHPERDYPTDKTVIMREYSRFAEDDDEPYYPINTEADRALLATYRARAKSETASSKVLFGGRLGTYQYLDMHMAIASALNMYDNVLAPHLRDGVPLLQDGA
BoNT F protease: BoNT/F light chain protease inhibitors, primary screen, biochemical, flow cytometry, MLPCN library; Multiplex microsphere protease cleavage assay; Botulinum neurotoxin type F light chain protease (Clostridium botulinum); AID 588497, 2011; hit rate 0.22% among 360,000; inhibition, % at 10 µM; in the data active = inhibition above about 35%, passing the limit was not always enough; inconclusive = no clear call, values can overlap the other calls; also: plate controls were buffer without enzyme for full effect and enzyme alone for no effect
PfHsp40 rescue: rescue of yeast from PfHsp40 toxicity, primary screen, S. cerevisiae, ATP luminescence; S. cerevisiae expressing PfHsp40, growth rescue; growth rescue, % at 12.5 µM; hit rate 0.68% among 340,000; AID 504582, 2011; in the data active = growth rescue above about 28%, passing the limit was not always enough; inconclusive = no clear call, values can overlap the other calls;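 also: yeast W303a lacking pdr1 and pdr3 grown in galactose medium; growth measured after three days at 30 °C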
BoNT A protease: BoNT/A light chain protease inhibitors, primary screen, biochemical, flow cytometry, MLPCN library | multiplex microsphere protease substrate cleavage | inhibition, % at 10 µM | hit rate 0.17% among 360,000; also: plate controls were buffer without enzyme for full effect and enzyme alone for no effect
GDH-TPI inh: GDH-TPI coupling enzyme inhibitors, primary screen, artefact control for M. tuberculosis FBA inhibitor project, biochemical, absorbance, full deck; GDH-TPI coupled enzyme counterscreen, NADH absorbance; inhibition, % at 4.8 µM; hit rate 1.2% among 360,000; in the data active = inhibition above about 30%;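 also: 0% = DMSO wells and 100% = wells lacking the enzyme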
Mtb FBA inh: Mtb FBA enzyme inhibitors, primary screen, biochemical, fluorescence, strain H37Rv | Fructose-bisphosphate aldolase (Mycobacterium tuberculosis (strain ATCC 25618 / H37Rv)), … | purified M. tuberculosis FBA, fluorescence read-out | inhibition, % at 1 µM | hit rate 2.3% among 360,000; in the data active = inhibition above about 27%;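 also: 0% = vehicle and 100% = reference inhibitor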
Target sequence (P9WQA3 whole entry, looked up): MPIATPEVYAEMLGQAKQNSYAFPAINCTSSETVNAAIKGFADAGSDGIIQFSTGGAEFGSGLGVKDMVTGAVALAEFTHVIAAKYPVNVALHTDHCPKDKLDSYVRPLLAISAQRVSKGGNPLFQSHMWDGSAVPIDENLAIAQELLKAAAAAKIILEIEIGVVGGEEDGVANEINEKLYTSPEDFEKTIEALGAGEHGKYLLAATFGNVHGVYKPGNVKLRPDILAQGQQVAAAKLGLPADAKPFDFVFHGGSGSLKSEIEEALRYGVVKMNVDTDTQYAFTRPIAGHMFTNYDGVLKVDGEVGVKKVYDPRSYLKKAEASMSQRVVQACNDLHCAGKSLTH
Mtb BioA inh: M. tuberculosis BioA enzyme inhibitors, primary screen, biochemical, plate reader, single point, HTS | purified M. tuberculosis BioA enzyme | hit rate 0.096% among 360,000 | inhibition, % at 9.99 µM | AID 602481, 2012; in the data active = inhibition above about 40%; inconclusive = no clear call, values can overlap the other calls
* = called active by the depositor; ? = inconclusive; nt = not tested or not shown; & = joins results of further samples. Rule as the data show it, unless noted: active = inhibition above about 30%; inconclusive = no clear call, values can overlap the other calls; inactive = below that. Not a hit list; about 4.7% have a hit in one of these screens.

SMILES	FadD28 binding	Anthrax LF prot	UGM FP inh	BoNT F protease	PfHsp40 rescue	BoNT A protease	GDH-TPI inh	Mtb FBA inh	Mtb BioA inh
CN(C)c1cccc2c(C#N)ccc(N(C)C)c12	-2.0	0	-3.6	-8	0.0	-0.3	4	1	nt
CCn1c(-c2cc3ccccc3cc2O)n[nH]c1=S	0.9	1	0.8	5	0.3	3.7	18	9	0.1
CCCc1nc(SCC(=O)Nc2ccc(S(=O)(=O)N(C)C)cc2)c2ccccc2n1	-0.6	-2	2.5	9	57*	1.4	12	-1	-0.1
O=C(c1cccc(S(=O)(=O)NCc2ccccc2)c1)N1CCCC(C(F)(F)F)C1 (stereo unspecified)	-0.9	nt	2.5	nt	1.5	nt	0	0	0.2
C=CCOc1ccc(/C=N/NC(=O)C2CCCC2)cc1OCC	1.0	-14	-4.4	-67	0.6	-40	7	1	-0.9
Cc1cc2nccc(-c3ccc(Cl)cc3Cl)n2n1	-2.1	0	-2.2	-16	-1.2	-0.1	0	1	5.6
CCCCC(=Nc1ccc(N)cc1)C1=C(O)C(C(=O)OC)C(C)(C)CC1=O (stereo unspecified)	2.3	-18	0.1	-16	-0.1	-0.6	25	-1	-1.6
Cn1cc(-c2ccno2)c(C(=O)O)n1	-0.9	1	2.8	-3	-1.1	0.2	-3	1	-0.7
CCOC(=O)c1c(N)c(C#N)c2n1CCCCC2	-4.1	-1	2.5	11	1.4	-0.3	-4	4	-0.9
O=C(O)CCCCCN1C(=O)/C(=C/c2cn(-c3ccccc3)nc2-c2cccs2)SC1=S	-2.6	0	nt	-3	8.3	0.1	2	-11	nt
Cc1ccc(S(=O)(=O)N/N=C/c2ccc(OC3CSC3)cc2)cc1	-2.6	0	2.7	1	0.3	-0.6	3	-6	-2.3
COc1ccc([C@H]2CC(=O)C=C(/C=C/c3ccccc3)C2)cc1	-5.1	6	-1.9	-4	0.1	-0.4	37*	-1	-0.9
Cc1ccc(C(=O)N/C(=C\c2ccccc2F)c2nc(=S)[nH][nH]2)cc1	-5.5	-6	2.2	-9	0.4	1.8	6	0	nt
Clc1cccc(Cl)c1C1=NOC(c2nnc(-c3ccccc3)o2)C1 (stereo unspecified)	-2.0	-13	-1.0	6	1.2	-0.5	7	0	-0.2
O=C(Nc1nnc(S(=O)(=O)N2CCCCCC2)s1)c1ccccc1	-1.5	-4	1.1	0	-0.5	-0.3	4	4	3.7
CCn1c2ccccc2c2cc(NC(=O)c3cccc([N+](=O)[O-])c3)ccc21	-3.0	-8	-1.0	-16	1.9	6.2	-6	1	-0.5
COCCOC(=O)C1=C(C)NC(SCC(=O)NC(C)(C)C)=C(C#N)C1c1ccco1 (stereo unspecified)	-0.2	-2	nt	-12	1.1	-0.6	6	3	0.8
COc1cc(Cl)c(C)cc1NC(=O)CSc1nnc(-c2ccccn2)n1Cc1ccco1	-2.8	-7	2.4	-8	-0.3	-1.3	3	-1	0.4
COc1ccc(Cl)cc1-n1c(C)cc(C(=O)OCC(=O)N2CC(=O)Nc3ccccc32)c1C	-4.6	-2	1.3	-10	0.4	-0.6	4	1	nt
CC(=O)c1cccc(-c2ccnc3c2CC(C(=O)Nc2cccnc2)O3)c1 (stereo unspecified)	-1.6	-8	nt	3	nt	-0.1	4	-2	16
O=S(=O)(Nc1ccc2ccccc2n1)c1ccccc1	-0.6	-5	-5.5	2	-0.3	-1.6	27	4	-1.7
CC(NC(=O)c1ccc(OC2CCN(Cc3ccccn3)CC2)cc1)c1nccs1 (stereo unspecified)	0.0	1	-2.1	-7	-0.4	0.4	-6	3	-0.8
O=C(CC(NC(=O)c1ccccc1Cl)c1ccccc1)NCCc1ccc(Cl)cc1 (stereo unspecified)	-0.8	-1	-0.3	1	-0.4	-0.1	2	-1	-2.3
COc1ccc(-c2c(C)n([O-])c(C)c(C)[n+]2=O)cc1OC	1.0	-3	0.6	-23	-1.4	-0.7	8	2	1.7
CCOc1ccc(C(CC(=O)O)n2cnnn2)cc1OC (stereo unspecified)	-2.9	4	1.1	-2	-0.7	-0.1	-1	-7	-0.1

Twelve compounds out of the list, sorted by count of non-hydrogen atoms, smallest number first.
SMILES	FadD28 binding	Anthrax LF prot	UGM FP inh	BoNT F protease	PfHsp40 rescue	BoNT A protease	GDH-TPI inh	Mtb FBA inh	Mtb BioA inh
Cn1cc(-c2ccno2)c(C(=O)O)n1	-0.9	1	2.8	-3	-1.1	0.2	-3	1	-0.7
CN(C)c1cccc2c(C#N)ccc(N(C)C)c12	-2.0	0	-3.6	-8	0.0	-0.3	4	1	nt
CCn1c(-c2cc3ccccc3cc2O)n[nH]c1=S	0.9	1	0.8	5	0.3	3.7	18	9	0.1
O=S(=O)(Nc1ccc2ccccc2n1)c1ccccc1	-0.6	-5	-5.5	2	-0.3	-1.6	27	4	-1.7
CCOc1ccc(C(CC(=O)O)n2cnnn2)cc1OC (stereo unspecified)	-2.9	4	1.1	-2	-0.7	-0.1	-1	-7	-0.1
COc1ccc([C@H]2CC(=O)C=C(/C=C/c3ccccc3)C2)cc1	-5.1	6	-1.9	-4	0.1	-0.4	37*	-1	-0.9
Cc1ccc(S(=O)(=O)N/N=C/c2ccc(OC3CSC3)cc2)cc1	-2.6	0	2.7	1	0.3	-0.6	3	-6	-2.3
Cc1ccc(C(=O)N/C(=C\c2ccccc2F)c2nc(=S)[nH][nH]2)cc1	-5.5	-6	2.2	-9	0.4	1.8	6	0	nt
CC(=O)c1cccc(-c2ccnc3c2CC(C(=O)Nc2cccnc2)O3)c1 (stereo unspecified)	-1.6	-8	nt	3	nt	-0.1	4	-2	16
O=C(CC(NC(=O)c1ccccc1Cl)c1ccccc1)NCCc1ccc(Cl)cc1 (stereo unspecified)	-0.8	-1	-0.3	1	-0.4	-0.1	2	-1	-2.3
O=C(O)CCCCCN1C(=O)/C(=C/c2cn(-c3ccccc3)nc2-c2cccs2)SC1=S	-2.6	0	nt	-3	8.3	0.1	2	-11	nt
COc1ccc(Cl)cc1-n1c(C)cc(C(=O)OCC(=O)N2CC(=O)Nc3ccccc32)c1C	-4.6	-2	1.3	-10	0.4	-0.6	4	1	nt

Following part
SMILES	FadD28 binding	Anthrax LF prot	UGM FP inh	BoNT F protease	PfHsp40 rescue	BoNT A protease	GDH-TPI inh	Mtb FBA inh	Mtb BioA inh
CC1CCCN(c2nc3nonc3nc2N2CCCC(C)C2)C1 (stereo unspecified)	-1.6	-6	0.7	3	-0.6	-0.6	17	-3	-0.5
CCOC(=O)c1sc(NC(=O)Nc2ccccc2F)nc1C	-6.1	0	0.2	-6	-0.3	-0.3	-1	-2	-1.7
O=C(NC(C(=O)c1ccccc1)N1CCOCC1)c1cccs1 (stereo unspecified)	-2.0	-1	-1.0	-4	-1.2	-0.1	14	2	0.9
COc1ccc(-c2nnc(SCC(=O)NCc3ccco3)n2C)cc1	0.1	9	-3.2	?	1.1	?	4	1	0.0
O=C(Cc1cccs1)Nc1ccc(NC(=O)c2ccco2)cc1	-1.4	?	-0.6	?	0.9	?	5	0	-0.9
CC(=O)C1(O)CCC2C3CCC4CC(=O)CCC4(C)C3C(=O)CC21C (stereo unspecified)	-2.7	-1	nt	0	0.9	0.2	0	-1	nt
O=C(NCc1cccnc1)c1cc2ccccc2oc1=O	0.0	-1	-1.7	1	1.2	0.6	7	13	-0.9
CCOc1ccc2ccccc2c1C1NC(=S)N(C)C(C)=C1C(=O)OC (stereo unspecified)	-1.1	-2	-3.6	-2	-1.6	0.3	7	0	nt
CCN(CC)C1=CC2=CC(=C(C#N)C#N)CCC2CC1 (stereo unspecified)	0.9	24	-1.2	62*	-1.2	-7.6	11	-6	nt
CC(C)CCNC(=O)CN(C(=O)CCC(=O)Nc1ccccn1)c1ccc2c(c1)OCCO2	-3.4	-12	3.3	0	-0.9	-0.5	-3	2	-1.0
Cc1nc2cc(C(F)(F)F)ccc2n1C1CCN(Cc2nnnn2CCc2ccccc2)CC1	-8.1	4	0.4	4	-0.4	0.0	2	-2	-0.4
CC1CCc2ccccc2N1C(=N)N(C)C (stereo unspecified)	-2.9	-6	-1.7	-4	-2.2	-0.4	-7	3	nt
COc1ccccc1NC(=O)Cn1c(C)cc(=O)c2cccc(OC)c21	-4.4	-24	-0.6	-8	0.6	-5.4	-2	4	0.2
COc1ccc(CCNC(=O)C(=O)NCCOc2ccccc2)cc1OC	-0.5	0	0.4	-4	-0.3	-0.5	9	4	nt
CCCCS(=O)(=O)N1CCN(S(=O)(=O)c2cccs2)CC1	-2.2	0	1.6	10	0.9	0.2	5	-2	0.2
Cc1[nH]c(C)c(S(=O)(=O)N(C)Cc2ccccc2)c1C(=O)N1CCCCC1	-1.8	1	-2.2	8	-1.1	0.1	7	3	-0.8
Cc1ccc(NC(=O)COC(=O)C2CCC2)cc1S(=O)(=O)N1CCCCC1	0.1	-5	0.0	2	nt	8.2	-2	1	nt
CSc1sc2ccccc2[n+]1CCCS(=O)(=O)[O-]	-0.6	-3	1.3	-12	0.6	-0.8	2	4	-1.2
COc1ccc(/C=C2/C(=O)ON=C2C)cc1Br	1.2	2	-1.2	-6	0.7	1.4	11	-1	0.4
Cc1[nH]nc(N=CC2=C(O)CC(C)(C)CC2=O)c1-c1ccc(Cl)cc1	-0.2&-3.0	3&0	-1.4	-6&-3	0.9	?	12&9	7&1	0.6&1.1
CCC1CCc2sc(C(=O)N(C)CC(=O)Nc3cccc(OC)c3)cc2C1 (stereo unspecified)	nt	-8	2.1	-2	9.4	-0.9	12	-2	0.3
O=C(CSc1nnc(SCc2ccc(Cl)cc2)s1)N1CCN(C(=O)c2ccco2)CC1	0.8	2	-1.4	-4	-0.8	0.1	15	-1	-1.6
CCN(CCS(=O)(=O)c1ccc(Br)cc1)Cc1nc2ccccc2c(=O)[nH]1	-2.5	-6	-1.0	4	-1.2	0.1	-2	-3	-0.3
COC(=O)c1ccc(NC(=O)COc2ccc(S(=O)(=O)NC(C)C)cc2)cc1	0.2	-9	1.6	-1	-0.8	0.7	2	0	-1.4
COc1cccc(CN2CCC(C(=O)Nc3ccc(Oc4cccnc4)cc3)CC2)c1	-0.4	0	nt	-8	0.7	-2.8	3	1	0.6
Further compounds:
SMILES	FadD28 binding	Anthrax LF prot	UGM FP inh	BoNT F protease	PfHsp40 rescue	BoNT A protease	GDH-TPI inh	Mtb FBA inh	Mtb BioA inh
COC(=O)c1oc2ccc(OC)cc2c1N	1.0	-9	-0.1	1	-0.1	0.4	8	29*	0.3
C/C(=N/OCO/N=C(\C)c1ccccc1F)c1ccccc1F	-1.3	3	1.7	7	0.6	1.1	0	-2	-0.8
O=C(c1ccc(Br)s1)N1CCN(c2ccccn2)CC1	-1.4	1	0.7	-8	-0.1	-0.8	3	-1	11
COc1ccc(CCNC(=O)c2ccc3nc(N4CCCCC4)sc3c2)cc1OC	-1.9	-10	2.1	-3	-0.1	0.0	-3	1	1.5
COCCNC(=O)C(c1ccc(OC)cc1)N(CCOC)C(=O)CCC(=O)Nc1nccs1 (stereo unspecified)	-3.7	1	3.2	10	0.2	-3.1	-10	-2	-1.1
COc1cc(/C=N/NC(=O)c2ccoc2C)cc(OC)c1OC	-0.7	-3	0.3	10	2.0	1.9	14	5	-3.6
O=C(O)CN1C(=O)/C(=C\c2cccc(OCc3ccccc3F)c2)SC1=S	-4.2	6	0.5	?	9.8	-3.2	9	-1	3.5
Cc1cccc(NC(=O)c2c(C)nc3ccccn23)c1	0.6	0	-1.8	4	-1.2	1.9	7	-6	-1.6
